OPRM1-OPRD1 inv: mu-delta opioid heterodimer inverse agonism. P35372+P41143. cell-based MOR-DOR heterodimer luminescence. inhibition, % at 9.3 µM. actives 0.21% (n = 340,000); in the data active means inhibition above about 22%, passing the limit was not always enough;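 further: 0% = cells with DMSO and 100% = wells without cells with DMSO; values of inactives mirror those of a sister screen read the other way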
HTR5A inv ctr: counter-screen for OPRM1-OPRD1 inverse agonists: human HTR5A inverse agonism; inhibition, % at 9.3 µM; P47898; HTR5A cell line, luminescence; actives 0.083% (n = 340,000); in the data active means inhibition mostly above about 23%, no sharp cut-off; inactive means mostly below about 18%;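 further: 0% = cells with DMSO and 100% = no-cell wells with DMSO; some compounds called inactive have numbers as strong as hits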
Target sequence (P47898 whole entry, looked up): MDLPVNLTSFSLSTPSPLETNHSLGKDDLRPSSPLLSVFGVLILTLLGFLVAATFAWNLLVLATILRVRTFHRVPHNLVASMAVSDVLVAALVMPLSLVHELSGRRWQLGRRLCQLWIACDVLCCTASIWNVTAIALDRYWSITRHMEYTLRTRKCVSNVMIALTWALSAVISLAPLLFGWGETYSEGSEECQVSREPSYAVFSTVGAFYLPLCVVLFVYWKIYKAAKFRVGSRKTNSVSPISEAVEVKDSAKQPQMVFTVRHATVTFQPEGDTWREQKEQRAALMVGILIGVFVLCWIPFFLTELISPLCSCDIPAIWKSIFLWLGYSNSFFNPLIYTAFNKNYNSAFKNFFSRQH
HTR5A ag ctr: HTR5A agonism, opioid heterodimer counter-screen | P47898 | HTR5A agonist assay, luminescence, cell-based | activation, % at 9.3 µM | actives 0.61% (n = 340,000) | AID 504692; in the data active means activation mostly above about 9.5%, no sharp cut-off; inactive means mostly below about 7.6%;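 further: 0% = cells with vehicle only and 100% = reference agonist; strong numbers were not always called active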
AddAB inh: less growth of phage-infected E. coli with AddAB. actives 0.29% (n = 330,000). inhibition, % at 11.9 µM. AID 435030. E. coli expressing H. pylori AddAB, absorbance growth; in the data active means inhibition above about 12%;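 further: 0% = vehicle wells of infected cells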
PfHsp90 set2: inhibits growth of yeast expressing Plasmodium falciparum Hsp90; actives 0.32% (n = 310,000); AID 504621; inhibition, % at 9.4 µM; S. cerevisiae expressing PfHsp90, BacTiter-Glo ATP, 48 h; yeast lacking PDR1 and PDR3 efflux regulators;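 active means every replicate shows inhibition above about 80%, whatever the replicate mean, limit read from the data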;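 further: 0% = DMSO neutral controls and 100% = 20 µM radicicol positive controls; yeast relying on Plasmodium falciparum Hsp90 in place of its own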
Mot1-301 SUMO: inhibitors of SUMOylation pathway: yeast Mot1-301 growth rescue; S. cerevisiae Mot1-301 growth rescue, ATP luminescence, 38.5C; percent above DMSO median, 100 means doubled; growth rescue, % at 18.8 µM; actives 1% (n = 320,000);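 active means every valid replicate shows activation above 250% relative to neutral control wells; inactive means the rest, any valid replicate at or below 250%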;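 further: OY570 slx delta 5 strain wells were the positive control but not used for scaling; some compounds called inactive have numbers as strong as hits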
Pemphigus Ab inh: inhibitors of pemphigus antibody binding to human desmoglein-3 | P32926 | binding (percent of control), % at 10 µM | actives 0.48% (n = 310,000) | DSG3-coupled beads, scFv-anti-DSG3-GFP binding, flow cytometry; active compounds read low | AID 588358;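 active means binding more than 3 SD below its plate's average and above zero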;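 further: hits lower antibody fragment binding to DSG3; some compounds called inactive have numbers as strong as hits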
PKA-R1A activ: PKA-R1A complex activation; PKA-R1A dissociation, Cy5-IP20 fluorescence polarization; scaled: DMSO 0%, 113 µM cGMP 100%; actives 0.083% (n = 340,000); activation, % at 11.4 µM; AID 504707;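 active means percent activation above the mean of all tested compounds plus 3 SD, cut at about 19% in these data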;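 further: higher means more PKAc released from R1A so a rise in polarization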
phage Ecoli inh: E. coli growth loss with phage present. AID 651602. actives 0.26% (n = 360,000). inhibition, % at 11.9 µM. growth absorbance; in the data active means inhibition above about 11%
E coli growth: reduces bacterial viability in AddAB counter-screen; E. coli V3065 growth, OD600 absorbance, 18 h; AID 449728; inhibition, % at 11.9 µM; actives 0.27% (n = 330,000);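 active means inhibition above the campaign's mean inhibition across all tested compounds plus 3 SD, cut at about 9.9% in these data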;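 further: uninfected addAB+ strain grown without phage in ampicillin broth; 0% = DMSO wells and 100% = ciprofloxacin 0.95 µg/ml wells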
OPRM1-OPRD1 ag: OPRM1-OPRD1 heterodimerization agonism. cells, luminescence. activation, % at 9.3 µM. actives 0.3% (n = 340,000). AID 504326; in the data active means activation above about 18%;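 further: 0% = vehicle-treated cells and 100% = reference agonist; values of inactives mirror those of a sister screen read the other way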
Numbers without * were called inactive; . = not tested or not shown.

SMILES	OPRM1-OPRD1 inv	HTR5A inv ctr	HTR5A ag ctr	AddAB inh	PfHsp90 set2	Mot1-301 SUMO	Pemphigus Ab inh	PKA-R1A activ	phage Ecoli inh	E coli growth	OPRM1-OPRD1 ag
COc1ccc(NC(=O)CN(C)C(=O)CCNC(=O)c2ccccc2OC)cc1	9	-1	0	2.1	3	12	102	-1	0.8	2.8	-1.6
Cc1ccc(C2C(C#N)=C(N)N(c3ncn[nH]3)C3=C2C(=O)CC(C)(C)C3)cc1 (stereo not given)	5	8	-1	1.6	11	-8	104	5	1.6	2.7	-0.9
COc1ccc(C(=O)Nc2ccnn2C2CCN(C(=O)c3cnsn3)CC2)cc1	10	-9	-1	1.3	23	5	103	9	0.9	0.9	-1.7
Cc1ccc2[nH]c(O)c(N=NC(=O)C3CC3c3ccccc3)c2c1Br (stereo not given)	5	19	-1	-0.8	-56	3	103	6	4.0	-0.1	-0.8
CCC(CC)C(=O)c1c[nH]c(C(=O)N2CCN(c3ccccc3)CC2)c1	0	-4	2	0.0	2	.	96	5	1.3	3.3	0.1
Cc1cccc(OCC(=O)NCCCNC(=O)c2ccccn2)c1	14	10	-4	5.0	-10	11	.	-6	0.0	3.2	-1.9
Cc1ccc2c(c1)N(CCC(=O)NCC1COc3ccccc3O1)C(=O)CO2 (stereo not given)	1	15	-3	1.9	.	2	108	1	-0.6	3.2	-0.2
COc1cc(OCC(N)=O)cc(OC)c1OC	-1	-2	1	0.7	-41	-7	97	3	2.5	0.8	0.2
O=[N+]([O-])c1ccc(C2CCCC/C2=N/O)c([N+](=O)[O-])c1 (stereo not given)	-8	-11	3	0.2	-19	111	.	2	3.5	1.6	1.7
CCCCCCCSc1nnc(N)s1	8	4	-4	3.0	-13	4	108	-7	2.9	1.7	-1.5
O=C(Nc1nccs1)c1ccc(-c2ccc(Cl)cc2Cl)o1	12	4	-1	-3.4	-8	30	112	-2	5.0	-5.3	-2.3
COc1ccc(-n2c(SCC(=O)Nc3cc(C)on3)nc3ccc(O)cc3c2=O)cc1OC	1	-45	2	1.6	-22	3	.	10	2.0	2.5	-0.1
O=c1ccc(/C=C/c2ccccc2)nn1Cc1ccccc1Cl	-7	-8	3	1.5	.	5	102	-4	2.9	0.4	1.5
COc1ccc(C(=O)NCc2nnc(SCC(=O)Nc3nnc(C)s3)o2)cc1	9	-16	0	2.2	10	12	89	3	2.0	-1.1	-1.5
CCN(CC)C(=O)COc1cccc2ccccc12	-4	0	0	1.4	-46	-8	.	3	1.8	-1.6	0.9
CN(C)CC1(C)Cc2ccsc2C1O (stereo not given)	8	-1	0	.	.	.	88	-2	1.8	.	-1.6
CCN(CC(=O)Nc1c(F)cccc1F)C(=O)c1cccc(S(=O)(=O)NCc2ccccc2)c1	-7	-25	10	-3.1	-11	2	99	3	1.7	-1.9	1.1
Cc1c(C)n(Cc2ccccc2)c2ncnc(Cl)c12	-25	-1	0	0.9	1	9	97	-3	-1.8	2.1	5.6
CCOC(=O)c1sc(NC(=O)C2CC(=O)N(c3ccc(C)cc3)C2)nc1C (stereo not given)	-8	11	-4	1.2	4	64	.	-9	1.4	0.1	1.1
CCOc1ccc(NC(=O)CN2CCN(c3ccc(F)cc3)CC2)cc1	-25	-10	3	-0.1	18	4	98	-3	2.4	0.9	5.0
CC(=O)Nc1ccc(C2=CC(=O)CC(C)(C)C2)cc1	6	-18	0	-0.5	-17	-8	96	12	0.2	-1.3	-1.2
CCOC(=O)c1sc2nc(C)[nH]c(=S)c2c1C	12	7	-3	.	-79	.	96	-13	0.1	.	-2.3
CN(CC(=O)NC(=O)NCc1ccccc1)CC(=O)Nc1ccc(Cl)c(C(F)(F)F)c1	-14	5	-2	-0.5	.	2	106	17	-1.3	-0.7	2.6
Cc1sc2ncn(CC(=O)NCCCC(=O)N3CCN(c4ncccn4)CC3)c(=O)c2c1C	1	-1	3	1.4	7	.	107	-2	4.0	1.8	-0.2
CSc1ccccc1NC(=S)N/N=C/c1cccn1Cc1cccc(C)c1	7	9	-3	2.7	-27	28	103	13	3.2	2.4	-1.4
C=CCn1c(SCc2c(C)noc2C)nc2sc3c(c2c1=O)CCCC3	-12	16	5	1.4	4	-9	99	3	3.3	0.0	2.2
CCCNC(=O)C1CCN(c2ccc(S(=O)(=O)N3CCOCC3)cc2Cl)CC1	-5	-5	2	2.9	.	16	94	2	0.9	0.4	0.9
COc1ccc(N/C=C(\[N+](=O)[O-])S(=O)(=O)c2ccccc2)cc1	18	4	-1	-3.2	6	-3	104	-8	-0.2	0.9	-3.9
CC(C)OC(=O)CSc1nc(C(C)C)nc2ccccc12	7	-5	2	2.4	-5	3	101	6	1.5	1.9	-1.4
COc1ccc(NC(C)=O)cc1CNC(=O)COc1ccccc1C(=O)Nc1cccc(C)c1C	6	-14	1	-2.3	-25	-9	106	3	1.2	-1.1	-1.1
Cc1sc2ncn(CC(=O)NCC(=O)N(C)Cc3ccccc3)c(=O)c2c1C	11	-36	-1	0.7	-69	3	.	-15	3.7	0.2	-2.0
CSc1nc(Cl)cc(Nc2ccc(O)cc2)n1	15	-5	2	4.6	8	-1	82	1	2.7	-1.4	-2.9
Nc1cc(=O)[nH]c(SCc2cccc(Cl)c2)n1	5	12	-5	-0.5	4	140	98	-6	0.7	1.8	-1.1
O=S(=O)(c1ccc(F)cc1)N1CCN(S(=O)(=O)c2cc(F)ccc2F)CC1	9	-4	2	1.5	-83	-7	111	3	3.1	-1.7	-1.8
O=C(CSc1n[nH]c(-c2ccccc2)n1)N1CCOCC1	1	-4	1	0.1	-15	-8	100	7	1.4	-2.5	-0.1
O=C(Cc1c(C(=O)O)[nH]c2ccc(Cl)cc12)Nc1ccc2c(c1)OCCO2	10	-20	9	4.1	.	-12	.	2	1.6	0.9	-2.0
O=C(Cc1ccccc1)c1c[nH]c(C(=O)O)c1	11	18	-7	-0.2	16	158	101	-2	3.7	-2.3	-2.0
Nc1nc(-c2cccnc2)nn1C(=O)c1ccc(Cl)cc1	1	7	-3	.	-17	.	102	-2	4.2	.	-0.1
CCCNC(=O)c1ccccc1NC(=O)C1COc2ccccc2O1 (stereo not given)	9	-15	1	0.3	1	-1	.	-12	1.9	-0.1	-1.8
FC(F)Oc1ccc(/C=N/n2c(Cc3ccc(Br)cc3)n[nH]c2=S)cc1	-56	12	-4	1.9	10	-1	106	-7	2.9	-2.0	11
Cc1ccc(-c2noc(CSc3nnc(Cc4cccs4)n3-c3ccccc3)n2)cc1	2	-8	3	0.2	-5	6	100	1	1.2	0.7	-0.3
Cc1ccc(C(=O)Oc2ccccc2N2CCOCC2)cc1	2	-5	3	0.6	-10	-10	110	2	3.3	0.1	-0.4
CCOC(=O)c1c(NC(=O)C2(C)Cc3ccccc3C(=O)O2)sc2c1CCCC2 (stereo not given)	0	33	3	2.1	3	8	98	-23	3.4	0.3	-0.1
O=C(NCc1ccccc1)NC1(C(=O)Nc2ccc3c(c2)OCCO3)CCCCC1	8	-21	-1	0.0	.	164	99	6	2.1	-2.8	-1.7
O=C(Nc1cc(S(=O)(=O)N2CCCCC2)ccc1Cl)c1ccncc1	19	-9	2	0.1	2	12	102	-1	1.3	-0.2	-3.6
CC(=O)Oc1ccc(/C=C2\C=C(c3ccc(C)cc3)OC2=O)cc1	14	-19	5	-2.1	1	3	107	-13	0.2	0.3	-3.0
COC(=O)c1sccc1S(=O)(=O)Nc1ccc(Cl)cc1	5	-23	7	1.5	-14	-14	118	4	2.2	3.5	-0.9
Cc1ccc(N(C(C)C(=O)O)S(=O)(=O)c2c(C)[nH]c(=O)[nH]c2=O)cc1 (stereo not given)	7	-19	7	-0.2	-10	2	.	7	-0.8	-1.3	-1.3
CCCCc1ccc(C(=O)NC(C(=O)O)C(C)C)cc1 (stereo not given)	11	-26	-2	-3.2	-9	-6	94	9	4.4	-0.1	-2.1
COCC(C)Nc1ccc(S(=O)(=O)N2CCCC2)cc1[N+](=O)[O-] (stereo not given)	5	-25	1	4.8	.	-9	114	-1	2.5	-2.3	-1.0
S=C(Nc1cccc2ccccc12)NC1CCCCC1	-21	3	4	-0.7	-5	0	103	-2	5.3	0.6	4.3
O=C(CSc1ccc2ccccc2n1)N/N=C/c1ccc(O)cc1	7	-2	1	1.1	17	3	96	-7	2.4	-0.8	-1.4
Cc1cc2cc(CN(CCCN3CCOCC3)C(=O)NC3CCCCC3)c(=O)[nH]c2cc1C	14	-28	0	1.8	.	3	104	-7	2.0	-0.9	-3.0
CCO[C@H]1OC(C(=O)N2CCOCC2)=C[C@@H](c2cn(C(C)=O)c3ccccc23)[C@@H]1CCCO	-13	-5	2	3.1	1	-4	106	5	3.1	2.6	2.2
Cc1ccc(O)c(C2=NCCNC(C(F)(F)C(F)F)=C2)c1	19	-7	3	4.1	.	417	103	-9	2.5	-1.6	-4.0
Cc1cc(C)n(-c2nc3c(c(=O)[nH]c(=O)n3C)n2CCc2ccccc2)n1	5	-3	4	2.8	-16	5	118	-4	1.0	2.0	-1.0
Cc1ccc(-c2csc(NCCn3c(C)nc4cc(C(F)(F)F)ccc43)n2)cc1	.	.	.	0.2	-9	24	102	3	0.8	1.9	.
CC(C)c1ccccc1OCC(=O)NN1C(=O)c2ccccc2C1=O	-3	15	0	2.3	-13	-17	96	-1	2.6	1.0	0.7
O=C(Nc1nc(-c2ccc(-c3ccccc3)cc2)cs1)C1=COCCO1	-10	-34	10	2.0	2	11	95	-4	2.2	0.2	1.8
COC(=O)c1ccc(C(=O)OC)c(NC(=S)N2CCCCC2)c1	15	-38	-2	3.0	22	-5	107	3	-1.9	1.7	-2.6

Following part.
SMILES	OPRM1-OPRD1 inv	HTR5A inv ctr	HTR5A ag ctr	AddAB inh	PfHsp90 set2	Mot1-301 SUMO	Pemphigus Ab inh	PKA-R1A activ	phage Ecoli inh	E coli growth	OPRM1-OPRD1 ag
Cc1nn(-c2ccccc2)c(C)c1C(=O)OCC(N)=O	11	8	-3	-0.5	3	.	100	9	2.3	0.2	-2.2
O=C(CN1CCN(C2CCCCC2)CC1)Nc1ccccc1N1CCCCC1	-61	14	1	-3.0	11	-10	111	2	-3.3	-1.7	11
COc1ccc2[nH]c(C)c(CCNC(=S)Nc3cccc(C)c3)c2c1	11	13	-5	0.3	-18	-24	96	-9	2.2	2.1	-2.2
CS(=O)(=O)N1CCC(C(=O)Nc2ccc(Cl)cc2)CC1	4	-6	2	3.5	-4	-17	114	1	1.5	-0.1	-0.8
Cc1ccc(S(=O)(=O)N2CCN(C(=O)CN3C(=O)NC4(CCCC4)C3=O)CC2)c(C)c1	1	-6	2	-2.6	6	4	93	1	1.1	-1.0	-0.1

Single values from the entries so far:
Reading of COC(=O)c1ccc(C(=O)OC)c(NC(=S)N2CCCCC2)c1 under OPRM1-OPRD1 inv: 15
Reading of Cc1cccc(OCC(=O)NCCCNC(=O)c2ccccn2)c1 under Mot1-301 SUMO: 11

Outcome played no part in choosing rows (roughly 3.2% active in at least one column).
